HGIII-sPLA2 inh – human group III sPLA2 inhibitors, primary screen, biochemical, QFRET, BODIPY PC-A2 liposome substrate; AID 743126, 2013; hit rate 0.56% among 370,000; inhibition, % at 12.2 µM; QFRET BODIPY PC-A2 liposome hydrolysis, fluorescence;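 active = inhibition above mean plus 3 SD of compounds lying within the high and low control bounds, cut at about 19% in these data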;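 also: 0% = median of test compound wells and 100% = no enzyme DMSO wells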
Target sequence (Q9NZ20 whole entry, looked up): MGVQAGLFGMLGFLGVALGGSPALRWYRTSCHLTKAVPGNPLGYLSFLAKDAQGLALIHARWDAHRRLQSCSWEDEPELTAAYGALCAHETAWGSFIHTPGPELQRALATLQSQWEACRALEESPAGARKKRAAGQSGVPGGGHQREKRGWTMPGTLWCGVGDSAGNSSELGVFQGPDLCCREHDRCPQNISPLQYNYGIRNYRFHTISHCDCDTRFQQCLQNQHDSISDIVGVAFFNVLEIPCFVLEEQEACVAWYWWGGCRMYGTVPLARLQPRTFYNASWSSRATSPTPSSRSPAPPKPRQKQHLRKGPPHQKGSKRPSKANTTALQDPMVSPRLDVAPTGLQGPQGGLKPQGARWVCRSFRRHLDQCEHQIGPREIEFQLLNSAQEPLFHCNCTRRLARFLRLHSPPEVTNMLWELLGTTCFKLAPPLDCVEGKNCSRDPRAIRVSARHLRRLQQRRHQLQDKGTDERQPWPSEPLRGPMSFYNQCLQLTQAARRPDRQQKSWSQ
hcDAF12 agonist – H. contortus DAF-12 nuclear receptor activators, primary screen, cell-based, luminescence, HEK293, lit1-tk-luc reporter; HEK293 hcDAF-12 lit1-tk-luc reporter; 0% DMSO, 100% Δ7-dafachronic acid; activation, % at 6.8 µM; hit rate 1.4% among 370,000; AID 652067, 2013;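 active = activation above the mean of all tested compounds plus 3 SD, cut at about 5.5% in these data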;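 also: 100% = response to 3 µM Δ7-dafachronic acid high control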
SMARCA2 act – SMARCA2 (BRM) function activators, primary screen, cell-based, luminescence, high throughput; MG213 cells, MMTV-luciferase reporter, dexamethasone, overnight; activation, % at 9.1 µM; hit rate 1% among 370,000; in the data active = activation above about 7.8%;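 also: 0% = vehicle wells and 100% = reference activator wells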
GC-A act – GC-A stimulated cGMP production enhancers – HEK293 GC-A cells, cGMP TR-FRET, EC30 ANP, primary screen; AID 1671463, 2021; Atrial natriuretic peptide receptor 1 (Homo sapiens), P16066; hit rate 0.14% among 370,000; 0% at EC30 ANP, 100% saturating ANP; activation, % at 10 µM; in the data active = activation above about 40%
DAX1 inh-1 – DAX1 (NR0B1) inhibitors, primary screen, cell-based, HEK293, Gal4-DAX1, luciferase luminescence; Nuclear receptor subfamily 0 group B member 1 (Homo sapiens), P51843; HEK293 Gal4-DAX1 luciferase reporter; inhibition, % at 6.75 µM; hit rate 0.99% among 340,000; AID 504766, 2011;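 active = inhibition above the mean over all tested compounds plus 3 SD, cut at about 4.2% in these data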;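 also: 0% = DAX1-transfected cells with DMSO and 100% = empty-vector control cells with DMSO; inhibition shows as a rise in luminescence from relieved DAX1 repression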
ssDAF12 agonist – S. stercoralis DAF-12 nuclear receptor activators, primary screen, cell-based, luminescence, HEK293, GRIP1 co-expression, lit1-tk-luc. Nuclear hormone receptor DAF-12 (Strongyloides stercoralis). HEK293 ssDAF-12/GRIP1 lit1-tk-luc reporter; % of 3 µM dafachronic acid response. activation, % at 6.8 µM. hit rate 1% among 370,000;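 active = activation above the mean over all tested compounds plus 3 SD, cut at about 0.9% in these data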;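 also: 0% = DMSO-only wells and 100% = 3 µM delta7-dafachronic acid wells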
hgDAF12 agonist – H. glycines DAF-12 receptor agonists, primary screen, cell-based, luminescence, HEK293, GAL4 fusion, UAS-luciferase; Nuclear hormone receptor DAF-12 (Heterodera glycines), GAL4 fusion; HEK293 GAL4-hgDAF12 UAS-luciferase reporter, agonist luminescence; normalized to butyrate control; hit rate 1.8% among 370,000; activation, % at 6.8 µM; AID 687014, 2013;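 active = activation above a cutoff set at the mean of all screened compounds plus 3 SD, cut at about 10% in these data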;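 also: 0% = DMSO wells and 100% = sodium butyrate wells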
DAX1 inh-2 – DAX1 (NR0B1) inhibitors on StAR promoter, primary screen, cell-based, luminescence, SF-1 (NR5A1), full-length DAX-1; HEK293T StAR-luciferase reporter, SF-1/DAX-1 repression relief; inhibition, % at 6.8 µM; hit rate 1.1% among 370,000; AID 652010, 2013;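 active = inhibition above the mean over all tested compounds plus 3 SD, cut at about 3.6% in these data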;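 also: 0% = DAX-1 cells with DMSO and 100% = cells lacking DAX-1 with DMSO; higher inhibition means more luminescence from relief of DAX-1 repression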
GAA850 FXN act – FXN promoter activators, primary screen, cell-based, luciferase luminescence, HEK293 lucGAA850; HEK293 lucGAA850 FXN promoter luciferase reporter, 24 h; percent of 10 µM SAHA response; activation, % at 6 µM; hit rate 0.56% among 360,000;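 active = activation above the average of all compounds screened plus 3 SD, cutoff fixed separately per campaign, cut at about 7.5% in these data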;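 also: 0% = DMSO wells and 100% = 10 µM SAHA wells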
ADAM10 inh – human ADAM10 inhibitors, primary screen, biochemical, QFRET, HTS. recombinant ADAM10, EDANS/DABCYL FRET peptide cleavage, 3 h. inhibition, % at 7 µM. Disintegrin and metalloproteinase domain-containing protein 10 (Homo sapiens), O14672. AID 720582, 2013. hit rate 0.62% among 370,000;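 active = inhibition above a per-campaign cutoff equal to the mean of compounds falling between control-based bounds plus 3 SD, cut at about 20% in these data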;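 also: 0% = DMSO wells while the 100% control is not disclosed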
Target sequence (O14672 214-748 limits assumed): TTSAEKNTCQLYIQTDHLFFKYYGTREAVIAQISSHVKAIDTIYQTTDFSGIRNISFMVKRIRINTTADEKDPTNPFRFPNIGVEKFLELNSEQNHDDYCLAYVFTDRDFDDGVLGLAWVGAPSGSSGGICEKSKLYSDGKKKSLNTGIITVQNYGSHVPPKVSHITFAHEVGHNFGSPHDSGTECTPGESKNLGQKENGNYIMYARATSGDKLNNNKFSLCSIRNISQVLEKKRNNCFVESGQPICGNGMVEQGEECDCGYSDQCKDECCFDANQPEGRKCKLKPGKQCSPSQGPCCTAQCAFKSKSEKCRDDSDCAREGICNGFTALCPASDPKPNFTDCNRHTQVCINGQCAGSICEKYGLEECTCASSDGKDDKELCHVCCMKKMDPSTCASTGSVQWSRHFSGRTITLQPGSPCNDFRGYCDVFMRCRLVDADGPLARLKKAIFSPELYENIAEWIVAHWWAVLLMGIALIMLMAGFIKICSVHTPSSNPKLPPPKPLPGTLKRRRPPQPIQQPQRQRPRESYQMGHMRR
NPR2 activator – human GC-B receptor activators, primary screen, HEK293 GC-B cells, cGMP TR-FRET, EC30 CNP. 0% at EC30 CNP, 100% saturating CNP. activation, % at 10 µM. hit rate 0.11% among 370,000. AID 1920062, 2024;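 active = activation at 10 µM reaching about 35% in either raw or pattern-adjusted values, limit read from the data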
Starred values were filed as active, the others as inactive; i = inactive; . = no result given.

SMILES	HGIII-sPLA2 inh	hcDAF12 agonist	SMARCA2 act	GC-A act	DAX1 inh-1	ssDAF12 agonist	hgDAF12 agonist	DAX1 inh-2	GAA850 FXN act	ADAM10 inh	NPR2 activator
O=P(NS(=O)(=O)c1ccc(Cl)cc1)(Oc1ccccc1)Oc1ccccc1	-36	-1.3	1	-2	-0.1	-0.7	-1.9	-0.2	-3.6	4	0
CCCCn1c(O)c(/C=C2/C=CC=N2)c(=O)[nH]c1=O	-6	-2.1	-2	0	5.4*	-0.8	0.3	0.1	-0.9	3	-6
CCOC(=O)c1c(C=O)c2ccccc2n1Cc1ccccc1	-5	-0.7	2	-5	-0.4	-0.7	-0.5	-0.1	2.7	0	9
O=c1[nH]c(Cl)ccc1CN1CCOCC1	8	-0.5	1	4	4.1	-1.4	-0.8	0.1	0.1	-5	2
[O-][n+]1onc2c1CCC1N(O)CCC21O (stereo not drawn)	4	0.8	0	0	-0.3	-0.4	1.6	0.1	-2.6	2	-3
CCN(CC)CCOC(=O)c1ccc(N=Cc2c(O)[nH]c(=O)[nH]c2=O)cc1	-1	0.1	-4	3	0.0	-1.1	-0.4	0.9	-1.3	-1	5
C[C@]12CC[C@@H](O)CC1=CCC1C2CC[C@@]2(C)C1C[C@@H](F)[C@H]2O (stereo partly drawn)	1	1.9	-1	-2	1.1	-0.7	0.8	-0.5	0.9	-3	4
Cc1ccc(CN2CCCC(C(=O)c3cccc(C(F)(F)F)c3)C2)o1 (stereo not drawn)	-6	-0.4	-3	-1	0.2	-0.7	1.2	0.0	-1.2	6	-1
O=C(NC(CCC(O)CO)P(=O)(Oc1ccccc1)Oc1ccccc1)OCc1ccccc1 (stereo not drawn)	-3	0.0	0	-9	.	-0.7	0.0	1.4	.	3	-5
c1ccc(CCNCc2ccccc2)cc1	9	-0.8	-2	-25	-0.9	0.1	2.8	0.4	1.7	-4	-12
Cc1cc(N2CCNC[C@H]2C)ccc1N1CCN[C@H](C)C1	2	1.8	-3	2	.	-0.9	4.0	0.5	.	-2	2
CN1C(=O)CCS(=O)(=O)C1c1ccc(Cl)cc1 (stereo not drawn)	3	-2.5	-4	1	.	-1.1	-1.3	0.1	.	-2	-1
C=CC12CN(C)C3C4COC(CC41)C1(C(=O)Nc4ccccc41)C32 (stereo not drawn)	1	-0.8	0	2	.	-1.9	0.7	0.8	-1.5	-8	-8
COC(=O)C1=C(C(=O)OC)C2OC1c1cc3ccccc3cc12	13	-0.7	-10	-33	-1.9	-0.5	-6.3	-1.8	-6.8	-14	-13
COC(=O)C1=C(c2ccc(OCc3ccccc3)cc2)C[C@@H]2CC[C@H]1N2C(=O)NCc1ccccc1C(F)(F)F	-4	-1.7	-2	1	-0.9	-1.2	0.9	-1.1	-9.6	-3	4
CN1CCN(c2ccc(S(=O)(=O)C(F)(F)F)cc2[N+](=O)[O-])CC1	6	0.1	-4	4	0.6	-0.4	-0.1	0.2	-1.5	-1	5
COC[C@H]1OC(=O)c2coc3c2[C@@]1(C)C1=C(C3=O)[C@@H]2CCC(=O)[C@@]2(C)C[C@H]1OC(C)=O	8	0.2	0	3	0.8	-1.4	-2.0	0.1	1.5	-15	6
CC(=NCCO)c1c(O)n(C2CCCCC2)c(=O)[nH]c1=O	0	-0.3	-1	0	0.7	-0.5	2.2	0.2	-2.4	-14	2
C=CCN1CCc2cccc3c2[C@H]1Cc1ccc(O)c(O)c1-3	9	-0.9	0	-7	0.7	-1.1	-0.8	-0.4	2.2	-4	-6
O=C(c1ccccc1)C(Cc1ccccc1)N1CCOCC1 (stereo not drawn)	2	-0.3	-3	-6	2.0	-1.1	1.8	0.5	1.8	-13	-1
N#CC(C#N)=C(N)c1cccnc1	2	-0.9	-1	0	-0.8	-1.1	-3.2	-0.3	-1.1	-3	-6
C=CCn1c(O)c(C(C)=Nc2ccc(NC(C)=O)cc2)c(=O)[nH]c1=O	10	-1.2	-4	-5	-0.2	-1.4	0.8	0.3	-2.2	-4	2
CC1(c2ccccc2)NCCN2C(=O)CSC21 (stereo not drawn)	0	-2.0	-1	4	-1.1	-1.1	-0.2	-0.6	0.9	4	1
CNC(=O)Nc1ccc(C(O)(C(=O)OC)C(F)(F)F)cc1 (stereo not drawn)	8	-0.1	0	-3	0.2	-1.3	0.7	-0.1	-0.6	3	-5
Fc1cccc(CN2CCN(c3ccc(Cl)cc3)CC2)c1	1	-1.4	0	3	1.3	-1.0	1.2	-0.3	1.5	3	1

Following part:
SMILES	HGIII-sPLA2 inh	hcDAF12 agonist	SMARCA2 act	GC-A act	DAX1 inh-1	ssDAF12 agonist	hgDAF12 agonist	DAX1 inh-2	GAA850 FXN act	ADAM10 inh	NPR2 activator
O=C(Cc1ccccc1)OCCN1CCCCC1	-1	-0.8	-3	3	1.0	-1.2	1.3	-0.1	-0.3	4	-1
CCOC(=O)[C@]12Cc3cc(OC)ccc3[C@H]1N(C)C(=O)c1ccccc12	0	-1.7	5	-7	.	-0.8	-3.4	0.8	.	4	-8
COc1cc2c(cc1OC)-c1c(OC)c(OC)cc3c1C(C2)N(C)CC3 (stereo not drawn)	-1	0.5	3	-2	-1.9	-1.9	-2.5	-2.0	2.7	-51	-20
CCOC(=O)C1(c2ccccc2)CCN(CCC(C#N)(c2ccccc2)c2ccccc2)CC1	-20	-2.2	-3	4	-3.6	-1.6	-0.3	-0.3	-8.9	8	0
ClCCN1CCSCC1	13	-1.3	-3	3	-1.4	-0.1	1.1	1.5	1.4	-6	1
NP(=O)(OCC(F)(F)F)Oc1ccc(Cl)cc1 (stereo not drawn)	2	2.4	-1	1	-0.3	-1.4	0.0	0.1	-1.3	-3	3
CC(C)C(NC(=O)OCc1ccccc1)P(=O)(Oc1ccccc1)Oc1ccccc1 (stereo not drawn)	-6	-1.6	-2	-10	.	-1.3	-2.2	-2.0	.	1	-5
CCN1CCN(c2ncnc3ccc(Br)cc23)CC1	2	-1.1	-3	4	4.4*	-0.9	5.1	-0.4	-6.4	0	-9
C=CP(=O)(O)c1ccccc1	8	2.0	-2	0	-1.0	-1.1	-0.3	0.1	1.6	-3	6
O=c1c(C=NCc2cccs2)c(O)n(C2CCCCC2)c(=O)n1C1CCCCC1	8	-1.1	-3	-2	-0.3	-1.1	1.2	-0.1	-1.9	4	-1
CN1CCC2(CC1)NC(=O)c1ccccc1N2	17	-0.2	-3	1	.	-0.8	2.8	-0.2	.	i	7
O=C1NC(=O)N(c2ccc3c(c2)OCO3)C(=O)/C1=C/c1ccc(N2CCCC2)o1	-21	0.9	-1	0	0.5	-1.4	-1.5	-0.4	1.0	15	2
Cc1nn(Cc2ccccc2)c(Cl)c1C(=O)O	-2	-1.5	-4	0	0.7	-1.3	-3.5	0.2	1.1	-3	1
CC(=O)OC1N=C(c2ccccc2)c2cc(Br)ccc2N(C)C1=O (stereo not drawn)	-2	-0.1	0	6	0.8	-1.5	0.7	-0.3	1.2	3	3
O=C(CNC(=O)c1ccccc1)Nc1ccc(Br)cc1C(=O)c1ccccc1	-13	2.0	-3	-9	-0.8	-0.8	-0.9	-0.2	0.7	5	-2
CC1C(=O)CC2(C(C)C)CC12 (stereo not drawn)	3	-1.0	1	2	.	-1.2	-4.0	0.5	-0.5	-1	1
Fc1ccc(C(OCCN2CCCC2)c2ccc(F)cc2)cc1	-15	-1.5	-1	-24	-1.0	-0.1	-3.3	0.6	-3.2	-2	-6
COC(=O)C1=C(c2cccc(OC)c2OC)C[C@@H]2CC[C@H]1N2C(=O)N1CCCCC1	-1	-2.1	1	3	-0.2	-1.7	-0.4	-0.7	0.1	9	0
C[C@]12CC[C@H](O)C[C@H]1CC[C@@H]1[C@@H]2CC[C@]2(C)C(=O)CC[C@@H]12	9	0.1	-3	0	4.3*	-1.2	-0.1	1.3	2.2	-7	-6
O=c1c(/C=N/N2CCOCC2)c(O)n(-c2ccccc2)c(=S)n1-c1ccccc1	-15	-0.4	4	0	0.0	-0.9	7.2	0.9	0.6	14	2
O=P(C(=Nc1ccc(Cl)cc1)N1CCOCC1)(N1CCOCC1)N1CCOCC1	-4	-1.6	-4	2	-0.1	-1.1	2.1	0.3	-1.2	-1	1
NC(Cc1ccccc1)Cc1ccccc1	4	-1.6	-3	-11	-0.1	-1.6	-2.5	0.3	0.3	7	-11
Cc1c(C)c2ccc(OCC(=O)N3C[C@H]4C[C@@H](C3)c3cccc(=O)n3C4)c(C)c2oc1=O	-1	-1.1	0	1	3.2	-1.3	2.0	-0.8	2.6	-213	3
c1ccc(C2c3ccccc3-n3nncc3CN2CC2CCCCC2)cc1 (stereo not drawn)	-1	-2.1	-5	-5	-0.5	-1.4	2.4	0.0	-0.3	5	-3
O=c1[nH]c(CN2CC=C(c3ccccc3)CC2)nc2cc(C(F)(F)F)ccc12	-39	-0.4	-2	4	-0.5	-0.7	2.0	-0.1	-0.8	-30	1
Cn1c(O)c(C(=O)c2ccccc2Cl)c(=O)n(C)c1=O	-2	-0.7	1	4	-0.3	-1.2	-0.3	0.1	-1.1	1	-2
COc1ccc(-c2ccc3c(c2)CNCc2cnnn2-3)cc1	-6	1.2	0	-3	.	-0.6	6.3	1.8	.	-34	-5
Cc1ccc(OCCOc2cccc(C=C3C(=O)NC(=O)NC3=O)c2)c(C)c1	13	4.4	4	-3	-3.7	1.4*	11*	2.5	3.2	-2	0
COC(=O)C1=C(c2ccc(-c3ccccc3)c(F)c2)C[C@@H]2CC[C@H]1N2C(=O)NCCCOC(C)C	-4	-2.9	-2	-2	-0.9	-0.6	-4.2	-0.6	-8.4	-5	-5
Cc1cccc(N2C(=O)NC(=O)/C(=C\C=C\c3ccco3)C2=O)c1	7	-1.9	-3	33	3.3	-0.4	2.9	1.2	7.1	-16	14

Part of the list above, with values under each structure.
Results follow in this order: HGIII-sPLA2 inh	hcDAF12 agonist	SMARCA2 act	GC-A act	DAX1 inh-1	ssDAF12 agonist	hgDAF12 agonist	DAX1 inh-2	GAA850 FXN act	ADAM10 inh	NPR2 activator
- O=C(CNC(=O)c1ccccc1)Nc1ccc(Br)cc1C(=O)c1ccccc1
  -13	2.0	-3	-9	-0.8	-0.8	-0.9	-0.2	0.7	5	-2
- CC1C(=O)CC2(C(C)C)CC12 (stereo not drawn)
  3	-1.0	1	2	.	-1.2	-4.0	0.5	-0.5	-1	1
- Fc1ccc(C(OCCN2CCCC2)c2ccc(F)cc2)cc1
  -15	-1.5	-1	-24	-1.0	-0.1	-3.3	0.6	-3.2	-2	-6

These rows are one share of the data; rates above refer to the full screens.
